# Screening results as filed in PubChem.
# Bim-Bcl-W: disrupts Bim peptide binding to human Bcl-W; AID 952; 190,000 tested, 0.02% active; Q92843; bead-based flow cytometry; inhibition, % at 10 µM;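 further: 0% = bound tracer without compound and 100% = peptide blocker; higher means less fluorescent Bim peptide bound to Bcl-W beads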
# Rab7 wt GTP bind: dog Rab7 wildtype GTP binding, inhibitors and activators; GST-Rab7 beads, fluorescent GTP binding, flow cytometry; actives lie on both sides; untreated = 100%, excess cold GTP = 0%; GTP binding activity (percent of control), % at 10 µM; 190,000 tested, 0.055% active;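 active means fluorescent GTP binding to Rab7 beads changed by at least 20 points from the 100% baseline, either direction, mostly lower; inconclusive means compound itself probably fluorescent, or too few beads counted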;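 further: median green fluorescence of bound Bodipy-FL-GTP per Rab7 bead population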
# Bim-Bcl-B: inhibitors of Bim-Bcl-B interaction, human; Q9HD36; bead-based flow cytometry, Bim peptide-Bcl-B binding; AID 951; 190,000 tested, 0.073% active; inhibition, % at 10 µM;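 further: 0% = tracer peptide without compound and 100% = reference inhibitor peptide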
# Rac1 mut GTP: alters GTP binding to activated mutant human Rac1. GST-Rac1 activated beads, fluorescent GTP binding, flow cytometry; actives lie on both sides; 100% means binding = to untreated wells. percent activity (GTP binding), % at 10 µM. 190,000 tested, 0.11% active. AID 764;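 active means GTP binding at least 20 percentage points away from the 100% baseline, in either direction, so actives lie on both sides; inconclusive means Compound likely fluorescent itself, or too few beads counted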
# Bcl-2 Bim block: disrupts Bim peptide binding to human Bcl-2. P10415. Bead-based flow cytometry, Bim peptide-Bcl-2 binding. inhibition, % at 10 µM. 190,000 tested, 0.06% active. AID 950; in the data active means inhibition above about 40%; inconclusive means no clear call, values can overlap the other calls;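 further: 0% = no compound wells with probe peptide and 100% = reference peptide inhibitor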
# Target sequence (P10415 whole entry, looked up): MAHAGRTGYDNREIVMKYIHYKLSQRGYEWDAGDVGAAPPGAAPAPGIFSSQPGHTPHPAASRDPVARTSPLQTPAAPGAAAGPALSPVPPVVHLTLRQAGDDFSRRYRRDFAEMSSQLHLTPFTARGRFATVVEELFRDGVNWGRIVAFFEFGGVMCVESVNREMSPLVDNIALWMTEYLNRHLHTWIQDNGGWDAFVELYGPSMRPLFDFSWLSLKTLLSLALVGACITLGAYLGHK
# Rac1 wt GTP bind: modulators of human Rac1 wildtype GTP binding; P63000; GST-Rac1 beads, fluorescent GTP binding, flow cytometry; actives lie on both sides; 0 = cold GTP competed, 100 = untreated; GTP binding activity (% of control), % at 10 µM; 190,000 tested, 0.27% active; AID 757;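 active means GTP binding activity at least 20 points away from the 100% control level, either lower or higher; inconclusive means compound flagged as likely green fluorescent, judged across all proteins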
# Bim-Bcl-XL: human Bim-Bcl-XL interaction inhibition; Q07817; Bim peptide-Bcl-XL binding, bead flow cytometry, fluorescence; 190,000 tested, 0.04% active; inhibition, % at 10 µM; AID 1007
# Target sequence (Q07817 whole entry, looked up): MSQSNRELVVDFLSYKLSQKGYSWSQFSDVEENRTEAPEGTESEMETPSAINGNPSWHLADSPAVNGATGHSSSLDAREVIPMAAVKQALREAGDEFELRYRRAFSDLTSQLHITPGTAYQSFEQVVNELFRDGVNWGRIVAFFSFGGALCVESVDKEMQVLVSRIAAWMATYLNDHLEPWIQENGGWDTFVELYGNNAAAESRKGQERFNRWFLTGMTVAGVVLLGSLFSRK
# Rab2 wt GTP: changes GTP binding to wildtype dog Rab2A, up or down. P61105. GST-Rab2 wt beads, Bodipy-GTP binding, flow cytometry. 190,000 tested, 0.19% active. GTP binding activity, % at 10 µM. AID 760;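 active means GTP binding activity at least 20 points away from 100%, either lowered or raised; inconclusive means signal likely due to the compound's own green fluorescence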;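 further: 0% = beads with excess unlabeled GTP and 100% = no-compound control corrected for plate trend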
# HRas wt GTP bind: modulators of GTP binding to human HRas wildtype | P01112 | GST-Ras wt beads, Bodipy-FL-GTP binding, flow cytometry; actives lie on both sides | GTP binding activity, % at 10 µM | 190,000 tested, 0.14% active | AID 759;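 active means GTP binding activity at least 20% away from the 100% baseline, either lowered as inhibitor or raised as activator; inconclusive means flagged as likely green fluorescent, judged across all proteins in the well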;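 further: 0% = unlabeled GTP competition control and 100% = no-compound control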
# Target sequence (P01112 whole entry, looked up): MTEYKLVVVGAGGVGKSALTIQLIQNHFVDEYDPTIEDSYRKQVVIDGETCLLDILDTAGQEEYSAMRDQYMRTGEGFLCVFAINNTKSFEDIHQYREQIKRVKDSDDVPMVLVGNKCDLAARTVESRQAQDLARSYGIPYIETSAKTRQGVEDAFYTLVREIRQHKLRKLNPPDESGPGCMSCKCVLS
# Bfl-1 Bim block: human Bim-Bfl-1 interaction inhibition | Bead-based flow cytometry, Bim-Bfl-1 binding inhibition | inhibition, % at 10 µM | Q16548 | 190,000 tested, 0.12% active;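 further: 0% = wells without compound plus tracer and 100% = blocker peptide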
# Cdc42 wt: modulators (inhibitors or activators) of GTP binding to human Cdc42 wildtype | P60953 | 190,000 tested, 0.2% active | percent activity (GTP binding), % at 10 µM | AID 761 | GST-Cdc42 beads, Bodipy-GTP binding, flow cytometry; actives lie on both sides;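 active means percent activity GTP binding at least 20 points away from the 100% baseline, either down as inhibitor or up as activator; inconclusive means compound flagged as likely green fluorescent from well-wide comparison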;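 further: median bead fluorescence of bound Bodipy-FL-GTP at 100 nM; 0% = excess unlabeled GTP control and 100% = no compound control; below 100% means less GTP binding so inhibitor and above means activator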
# Target sequence (P60953 whole entry, looked up): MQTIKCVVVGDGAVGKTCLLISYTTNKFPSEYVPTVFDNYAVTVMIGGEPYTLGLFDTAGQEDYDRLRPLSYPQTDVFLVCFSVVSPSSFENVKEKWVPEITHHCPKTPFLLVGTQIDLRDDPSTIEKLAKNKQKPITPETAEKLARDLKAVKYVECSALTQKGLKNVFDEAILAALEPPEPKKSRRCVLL
# Starred values were filed as active, the others as inactive; ? = inconclusive. Unless noted, no stated cut-off is given here; in the data, active means inhibition above about 40%.
# Every second line gives: Bim-Bcl-W, Rab7 wt GTP bind, Bim-Bcl-B, Rac1 mut GTP, Bcl-2 Bim block, Rac1 wt GTP bind, Bim-Bcl-XL, Rab2 wt GTP, HRas wt GTP bind, Bfl-1 Bim block, Cdc42 wt
CN(C)CCNc1c2c(c(C#N)c3nc4ccccc4n13)CCCC2
    14, 93, -6, 98, 7, 96, 19, 98, 94, 11, 94
CS(=O)(=O)c1ccc(N2CCN(C3CC(=O)NC3=O)CC2)cc1 (stereo not given)
    -2, 101, -1, 96, -3, 97, -5, 97, 100, -2, 97
Cn1c(=O)c2c(nc(N3CCCCC3)n2C)n(C)c1=O
    -5, 101, -9, 99, -8, 107, -10, 100, 100, -16, 99
CCc1ccc2oc(=O)cc(CN3CCN(CCO)CC3)c2c1
    -1, 104, 0, 97, -4, 99, -4, 102, 102, -2, 101
Cc1cccc(CSc2nc3ccncc3n2CC(=O)Nc2cc(C)cc(C)c2)c1
    -4, 95, -3, 99, 0, 108, -8, 100, 99, 0, 100
O=C(NCc1ccccc1)Nc1cccn(Cc2ccccc2Cl)c1=O
    2, 90, 2, 95, 2, 99, -1, 95, 96, 5, 95
Cc1ccc(S(=O)(=O)N2CCN(S(=O)(=O)c3ccc(C)cc3)C2)cc1
    0, 101, -9, 100, -12, 108, -5, 101, 102, -11, 104
CC12CCC(C(=O)N(c3ccc(Cl)cc3)C1=O)C2(C)C (stereo not given)
    -3, 102, -7, 100, -5, 107, -7, 98, 99, -3, 98
COc1ccc(-c2nc(-c3cccc(C(F)(F)F)c3)no2)cc1OC
    0, 102, -3, 97, -4, 101, -3, 100, 99, -8, 100
O=C(COc1ccc(NS(=O)(=O)c2ccc(F)cc2)cc1)N1CCOCC1
    -1, 104, -2, 96, -3, 100, -2, 98, 100, -5, 95
CC(C)c1ccc(-c2nc3c([nH]2)c(=O)n(C)c(=O)n3C)cc1
    -1, 103, -2, 101, 0, 105, -1, 103, 103, -1, 106
CC(=O)c1c(C)nc(Nc2nc(C)c3cc(C)ccc3n2)nc1C
    -1, 99, -6, 97, -3, 102, 0, 98, 98, -4, 98
CC1=C(C(=O)OCc2ccccc2)C(c2ccc(N3CCOCC3)cc2)NC(=O)N1 (stereo not given)
    4, 98, -2, 96, -4, 99, 0, 98, 100, -5, 100
CC(C)Sc1nnc([C@H](Cc2c[nH]c3ccccc23)NC(=O)OC(C)(C)C)o1
    0, 105, -5, 100, -1, 108, 2, 107, 108, 0, 108
CCOC(=O)C1=C(C)OC(N)=C(C#N)C1c1ccccc1 (stereo not given)
    2, 97, 1, 97, -1, 98, -1, 96, 96, -6, 97
COc1cccc(NC(=O)CN(C)S(=O)(=O)c2ccc(C)cc2)c1
    -1, 100, -5, 100, -9, 105, -5, 102, 101, -17, 99
Cc1ccc(-n2c(C)nn(CC3CC3)c2=O)cc1
    7, 101, 3, 93, 1, 97, 4, 98, 97, 5, 100
CCOC(=O)C1CCN(c2c(N3CCN(Cc4ccccc4)CC3)c(=O)c2=O)CC1
    2, 90, 3, 99, -1, 99, 0, 96, 94, 2, 96
CCN(c1ccc2c(c1)OCO2)S(=O)(=O)c1cc(Br)cc2c1N(C(=O)C1CC1)CC2
    11, 100, 11, 97, 13, 97, 16, 97, 98, 10, 96
O=C(NNC(=O)c1cccnc1)NC12CC3CC(CC(C3)C1)C2
    -5, 98, -7, 101, -4, 105, -6, 103, 102, -2, 103

# (list continues)
molecule,Bim-Bcl-W,Rab7 wt GTP bind,Bim-Bcl-B,Rac1 mut GTP,Bcl-2 Bim block,Rac1 wt GTP bind,Bim-Bcl-XL,Rab2 wt GTP,HRas wt GTP bind,Bfl-1 Bim block,Cdc42 wt
CN(C)c1ccc(C(=O)C(O)c2ccc(C(C)(C)C)cc2)cc1 (stereo not given),-1,97,0,99,-3,99,-3,99,98,-2,98
CCC(C(=O)Nc1ccc(C(=O)N2CCCC2)cc1)c1ccccc1 (stereo not given),-2,102,0,99,-2,104,0,102,96,-2,104
COc1ccc(OCCC(=O)OCC(=O)NCc2ccccc2)cc1,-2,98,-1,100,-2,100,-4,97,99,-1,98
O=C1Nc2ccc(F)cc2C12SCCS2,-4,98,1,100,0,101,-1,100,99,0,100
O=C(Nc1cccc(-c2nc3ccccc3o2)c1)c1ccc(N2C(=O)C3C4C=CC(C4)C3C2=O)cc1 (stereo not given),2,100,-9,94,-13,96,-2,97,98,-9,95
Cc1ccc(C(OC(=O)c2ccco2)C(=O)NC2CCCCC2)cc1 (stereo not given),0,101,0,102,-4,105,0,102,102,-1,106
NC(=O)c1cc2cc(Cl)ccc2oc1=Nc1cccc(C(F)(F)F)c1,-2,100,-3,98,4,104,-2,100,100,-4,97
O=C(Nc1ccccc1)OCCCc1ccccc1,-1,106,-4,97,-1,106,-1,99,102,-1,100
CNC(=O)c1sccc1SCc1c(Cl)cccc1Cl,0,98,-8,101,-11,105,-5,99,101,-11,103
CC1CCc2c(C(=O)NCC3CCCO3)csc2C1 (stereo not given),2,100,-2,98,-1,99,0,100,99,-7,98
CCc1ccc2c(c1)C1(SC(NC(C)=O)=NN1C(C)=O)C(=O)N2CC (stereo not given),-2,100,-3,97,-2,98,-4,96,98,-5,97
CCOC(=O)CC1COc2ccccc2N1C(=O)c1ccc(C)cc1 (stereo not given),0,97,-4,97,-6,98,1,98,96,-6,97
Cc1nnc(N/N=C\c2ccc(-c3ccccc3[N+](=O)[O-])o2)n1N,1,97,0,98,2,94,1,95,96,8,97
Cc1cccc(N/N=C(\C#N)S(=O)(=O)C(C)(C)C)c1,0,?,-1,?,-4,?,-3,?,?,-9,?
CCCCc1nc2ccccc2c(NC(=O)CN2CCCC2)c1CCC,0,99,-1,100,-2,107,-2,99,102,-1,100
CCC(=O)NNc1nc2c(F)cccc2s1,0,107,-1,95,0,101,0,100,98,-3,96
O=C(COc1ccc(/C=N/NS(=O)(=O)c2ccccc2)cc1)NCCc1ccccc1,-2,97,-4,98,-4,99,-1,99,100,-7,101
CCC(c1nnnn1CC1CCCO1)N(CCCO)Cc1cc2cccc(C)c2[nH]c1=O (stereo not given),-1,111,1,101,-1,111,0,107,109,0,106
CCOP(=O)(OCC)C(NC(=O)Nc1cccc(Cl)c1)c1ccccc1 (stereo not given),-1,100,-5,98,-1,103,-5,97,100,-2,100
COc1ccc(NC(=O)c2[nH]c(C)c(C(C)=O)c2C)cc1,1,103,0,98,-1,97,0,98,97,0,97
NC(=NC(=O)c1ccccc1)N1CCOCC1,0,101,-3,99,0,102,-1,105,104,-2,104
CC(=O)N1CCC(=NNc2nc3ccccc3[nH]2)CC1,-3,107,-3,96,-7,98,0,98,99,-4,94
Cc1nn(C(C)C(=O)O)c2ccccc12 (stereo not given),-2,98,-15,96,-13,101,-8,100,99,-18,98
COc1nc(C)nc(NC(=O)NS(=O)(=O)c2ccc(C)cc2)n1,-3,98,-2,101,-3,107,-1,106,105,0,109
COC(=O)c1ccc(N2CCOCC2)c(NC(=O)Nc2cccc(OC)c2)c1,0,101,-10,99,-11,103,-8,100,99,-9,101
CCOC(CNC(=O)c1ccc(CNC(=O)c2ccc(OC)c(OC)c2)cc1)OCC,-4,95,-6,95,1,102,-3,99,99,-7,103
Cc1cc(C)n(CCCNCC(O)c2ccccc2)n1 (stereo not given),0,102,0,104,-3,105,0,110,107,0,110
O=C(NC(=S)N1CCCCC1)c1cccs1,-3,98,-13,100,-3,106,-3,98,99,4,102
COc1cccc(-c2nc(CS(=O)(=O)CC(=O)NCCCOC(C)C)c(C)o2)c1,-1,96,0,97,0,98,-1,97,97,0,99
CC(C(=O)NCc1ccc2c(c1)OCO2)N1c2cccc3cccc(c23)S1(=O)=O (stereo not given),0,97,0,92,-1,92,0,92,95,0,95

# Arranged by formula weight (low to high): some entries from above.
molecule,Bim-Bcl-W,Rab7 wt GTP bind,Bim-Bcl-B,Rac1 mut GTP,Bcl-2 Bim block,Rac1 wt GTP bind,Bim-Bcl-XL,Rab2 wt GTP,HRas wt GTP bind,Bfl-1 Bim block,Cdc42 wt
O=C(NC(=S)N1CCCCC1)c1cccs1,-3,98,-13,100,-3,106,-3,98,99,4,102
CC1CCc2c(C(=O)NCC3CCCO3)csc2C1 (stereo not given),2,100,-2,98,-1,99,0,100,99,-7,98
CNC(=O)c1sccc1SCc1c(Cl)cccc1Cl,0,98,-8,101,-11,105,-5,99,101,-11,103
CCC(C(=O)Nc1ccc(C(=O)N2CCCC2)cc1)c1ccccc1 (stereo not given),-2,102,0,99,-2,104,0,102,96,-2,104
COc1nc(C)nc(NC(=O)NS(=O)(=O)c2ccc(C)cc2)n1,-3,98,-2,101,-3,107,-1,106,105,0,109
CCc1ccc2c(c1)C1(SC(NC(C)=O)=NN1C(C)=O)C(=O)N2CC (stereo not given),-2,100,-3,97,-2,98,-4,96,98,-5,97
COC(=O)c1ccc(N2CCOCC2)c(NC(=O)Nc2cccc(OC)c2)c1,0,101,-10,99,-11,103,-8,100,99,-9,101
O=C(COc1ccc(/C=N/NS(=O)(=O)c2ccccc2)cc1)NCCc1ccccc1,-2,97,-4,98,-4,99,-1,99,100,-7,101

# Additional structures follow.
molecule,Bim-Bcl-W,Rab7 wt GTP bind,Bim-Bcl-B,Rac1 mut GTP,Bcl-2 Bim block,Rac1 wt GTP bind,Bim-Bcl-XL,Rab2 wt GTP,HRas wt GTP bind,Bfl-1 Bim block,Cdc42 wt
O=C(O)Cn1nc(C(F)(F)F)c2c1CCCCC2,-4,99,-6,98,-8,100,-2,100,100,-13,101
COC(=O)c1sc(NC(=O)c2oc3ccccc3c2C)nc1C,-1,97,-3,98,0,98,0,99,100,0,100
Cc1cc2ncn(C3CC(=O)N(Cc4ccc(N5CCCC5=O)cc4)C3=O)c2cc1C (stereo not given),3,102,-4,101,-2,105,-1,98,101,-6,102
CCCCCn1c(N)c(C#N)c2nc3ccccc3nc21,1,96,0,98,0,98,2,95,95,0,99
